KB-V1 cytotox – kills drug-selected multidrug resistant KB-V1 cells; KB-V1 MDR cells viability, CellTiter-Glo, 72 h; Potency, µM (series often up to 46.1 µM), for inactives: at the top dose activity change, negative = cytotoxicity, usual class: cytotoxic; 400,000 tested, 3.4% active; AID 1347076; note: potency is the fitted concentration of half-maximal effect; % is set by controls: 0 for no effect and ±100 for the full control effect; nearly all actives have a fitted effect of over 60% in size
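Cells of the MDR subline KB-V1 are plated, dosed with compound at multiple concentrations, and incubated 72 h at 37 degrees C; CellTiter-Glo is then added and luminescence read after 10 min.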
GLP-1R agonist – GLP-1 receptor (human) agonism | 380,000 tested, 0.007% active | P43220 | HEK293 GLP-1R CRE-luciferase, luminescence, 4-6 h; cells express a hypersensitive GLP-1R form | Potency, µM (doses to about 45.6 µM), inactives show top-dose activation, most hits filed as activators; note: potency is the fitted concentration of half-maximal effect; % of control where 0% means no effect
Target sequence (P43220 whole entry, looked up): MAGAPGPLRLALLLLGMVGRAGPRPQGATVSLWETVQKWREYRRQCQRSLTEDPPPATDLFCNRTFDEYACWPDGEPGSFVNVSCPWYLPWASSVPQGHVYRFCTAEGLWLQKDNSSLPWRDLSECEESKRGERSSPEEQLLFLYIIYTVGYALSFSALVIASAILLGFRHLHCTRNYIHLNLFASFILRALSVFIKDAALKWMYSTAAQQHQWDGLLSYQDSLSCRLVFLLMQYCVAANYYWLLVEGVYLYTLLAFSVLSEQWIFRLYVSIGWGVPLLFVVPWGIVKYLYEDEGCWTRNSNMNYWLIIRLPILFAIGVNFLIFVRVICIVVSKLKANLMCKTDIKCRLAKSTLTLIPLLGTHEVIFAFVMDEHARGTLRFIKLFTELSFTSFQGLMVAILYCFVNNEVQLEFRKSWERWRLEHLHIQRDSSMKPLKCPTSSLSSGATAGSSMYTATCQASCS
D3 antag – D3 dopamine receptor (human) antagonism | P35462 | 360,000 tested, 2.5% active | D3R cells, DiscoveRx beta-arrestin luminescence, antagonist mode; hits give low values | max response, negative = inhibition, %; in the data active = max response below about -50%; inconclusive = no clear call, values can overlap the other calls; note: % is set by controls: 0 for no effect and ±100 for the full control effect; mostly tested at two doses, the higher about 12 µM
Target sequence (P35462 whole entry, looked up): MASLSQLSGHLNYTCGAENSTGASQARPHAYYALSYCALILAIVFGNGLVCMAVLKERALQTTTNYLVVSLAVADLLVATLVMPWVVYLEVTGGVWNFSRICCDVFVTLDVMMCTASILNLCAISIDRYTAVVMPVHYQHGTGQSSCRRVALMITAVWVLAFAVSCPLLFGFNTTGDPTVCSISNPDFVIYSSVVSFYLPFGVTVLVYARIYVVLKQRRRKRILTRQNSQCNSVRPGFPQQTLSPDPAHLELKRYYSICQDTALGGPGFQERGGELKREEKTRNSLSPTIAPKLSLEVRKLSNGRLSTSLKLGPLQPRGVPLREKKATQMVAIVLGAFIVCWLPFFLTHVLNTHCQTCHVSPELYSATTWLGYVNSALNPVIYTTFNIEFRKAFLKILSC
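Cells expressing the human receptor were seeded at 1500 cells/well, incubated overnight at 37 degrees C in 5% CO2, then exposed to library compounds with dopamine controls for 90 minutes at 37 degrees C before luminescent detection.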
DRD3 agonist – activates the human D3 dopamine receptor; D3R DiscoveRx beta-arrestin cells, luminescence, 90 min; max activation, %; 410,000 tested, 0.58% active; AID 652048; in the data active = max activation above about 30%; note: 0% is about no effect; mostly tested at two doses, the higher about 12 µM
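Cells at 1500/well, incubated overnight, then treated with pinned compounds (dopamine as control) for 90 min at 37 degrees C. DiscoveRx reagent added for 30 - 60 minutes at room temperature; luminescence read.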
aSyn yeast inh – inhibitors of alpha-synuclein toxicity in yeast. Yeast expressing alpha-synuclein, growth rescue, BacTiter-Glo, 24 h. Potency, µM (highest dose often 46.1 µM), for inactives: at the top dose growth rescue (activation), most hits filed as activators. 370,000 tested, 0.14% active; note: potency is the fitted concentration of half-maximal effect; % of control where 0% means no effect; nearly all actives have a fitted effect of over 65% in size
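Readout is rescue of growth in alpha-synuclein-expressing yeast, so inhibitors of toxicity appear as activators. Growth after 24 hr at 30 deg C in galactose medium is quantified by luminescence.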
PTHR1 ag – PTHR1 (human) receptor agonism; Q03431; HEK293 GP2 PTHR1 cells, GloSensor cAMP luminescence, 1 h; Potency, µM (top dose mostly 115 µM), for the others: top-dose activation, usual class: activators; 410,000 tested, 0.075% active; note: potency is the fitted concentration of half-maximal effect; nearly all actives have a fitted effect of over 55% in size; some results filed as inactive show a strong effect at the top dose; inactives centre near -15; many of its hits are not listed in these tables
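HEK-293-derived GP2 cells expressing PTHR1 and a GloSensor cAMP reporter, 3,000/well, plated overnight, given luciferin plus IBMX (each 0.5 mM as added) for 1 h at 37 °C, then compound for 1 h at 37 °C. Luminescence was read after 15 min at room temperature.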
TDP43 rescue – TDP-43 toxicity inhibition in yeast; TDP-43 expressing yeast growth rescue, BacTiter-Glo, 24 h; Potency, µM (top dose mostly 46.1 µM), for the others: at the top dose growth rescue (activation), most hits filed as activators; 410,000 tested, 1.8% active; AID 652104; note: potency is the fitted concentration of half-maximal effect; % of control where 0% means no effect; nearly all actives have a fitted effect of over 50% in size
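Yeast cells expressing TDP-43 under galactose induction are exposed to compounds for 24 hr at 30 deg C. BacTiter-Glo luminescence measures growth, so protective compounds score as activators.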
GLP1R cytotox – cytotoxicity counter-screen for GLP-1 receptor inverse agonists. HEK293 cAMP-luciferase reporter cells, luminescence, 24 h. Potency, µM (top dose mostly 38.3 µM), inactives show at the highest dose activity change, negative = inhibition, hits mostly inhibitors. AID 624418. 410,000 tested, 0.13% active;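 note: loss of luciferase light is scored as toxicity; potency is the fitted concentration of half-maximal effect; % is set by controls: 0 for no effect and ±100 for the full control effect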
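Step one: seed cells (200 cells/uL, DMEM with 10% Nu serum, 1% pen-strep). Step two: 12-hour incubation at 37 deg C. Step three: pin 23 nL compound, incubate 24 hr. Step four: add luciferase reagent, read luminescence 12 min later.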
GLP1R inv ag – GLP-1 receptor (human) inverse agonism; P43220; HEK293 GLP-1R CRE-luciferase, luminescence, 24 h; GLP-1R form is constitutively active; Potency, µM (series often up to 38.3 µM), for inactives: at the highest dose activity change, negative = inhibition, most hits filed as inhibitors; 410,000 tested, 1.6% active; note: potency is the fitted concentration of half-maximal effect; % is set by controls: 0 for no effect and ±100 for the full control effect; nearly all actives have a fitted effect of over 55% in size
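Cells are plated, allowed 12 hours at 37 deg C, then treated with compounds for 24 hr before luciferase detection reagent is added and luminescence is read after 12 min at room temperature. The HEK293 line carries constitutively active GLP-1R with a cAMP-responsive reporter.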
Starred values were filed as active, the others as inactive; i = inactive; ? = inconclusive; / = not tested or not shown; & = joins results of further samples; [ ] = remark or other dose. Unless noted, calls come from the whole dose curve; as a rule, active = well fitted curve in the direction sought with a large enough effect; inconclusive = small, poorly fitted or top-dose-only effect, or another doubt; inactive = no such curve, though single readings can be large; an effect the other way counts as inactive or inconclusive. A portion of the library; count on the stated rates, not on these rows.

smiles | D3 antag | DRD3 agonist | GLP-1R agonist | GLP1R inv ag | aSyn yeast inh | TDP43 rescue | GLP1R cytotox | PTHR1 ag | KB-V1 cytotox
CC1CCCCN1CCCNC(=O)c1ccc(Br)cc1 (stereo not given) | -65* | -31 | -4% | -15% | 3% | -1% | 6% | i | -23%
COC(=O)C1=CN(Cc2ccccc2)C=C(C(=O)OC)C1c1ccc(OC)c(OC)c1 | -9 | -4 | 2% | 16% | -2% | -7% | -3% | i | -5%
CCOC(=O)c1cnc2c(C)c(Cl)ccc2c1NCCCN1CCOCC1 | -12 | -9 | 15% | ? | -5% | -13% | 0% | i | -1%
C1CN(CCN2CCOCC2)CCN1 | -12 | -1 | 3% | 1% | 1% | 16% | -4% | -24% | 32%
COc1ccc(CN2CCN(c3ncccn3)CC2)c(OC)c1 | 0 | 15 | 1% | 0% | -6% | -16% | -20% | i | -13%
CCN(CC)CCn1c(=N)n(CC(O)c2ccco2)c2ccccc21 (stereo not given) | -10 | -1 | 0% | 5% | -5% | 9% | -6% | -15% | 0%
O=C(c1ccc2c(=O)n(Cc3ccc4c(c3)OCO4)c(=S)[nH]c2c1)N1CCCCC1 | 7 | 9 | -8% | -4% | 1% | -22% | -3% | -14%[57.5 µM] | 0%
CCC1CCCCN1CC(=O)Nc1ccc2c(c1)OCCO2 (stereo not given) | -23 | -2 | 16% | -20% | -1% | -1% | -10% | i | 20%
Cc1ccc(C(C)C)c(O)c1 | 15 | -13&4 | -1%&3% | -6% | -3% | 14% | -14% | -17% | -6%
CC(=O)Nc1ccc(NCc2nnc3n2CCCCC3)cc1 | / | 3 | -5% | 11% | -1% | 23% | -3% | i | 22%
CCNC(=O)C1CCCN(C(=O)c2ccc(C(=O)OC)cc2)CC1 (stereo not given) | 13 | 6 | 1% | 23% | -4% | 6% | 3% | i | 3%
O=C(Nc1nc2c(F)cc(F)cc2s1)C1COc2ccccc2O1 (stereo not given) | 2 | 4 | -7% | 7% | -4% | -8% | -5% | -13% | 0%
COc1ccccc1NC(=O)CCNS(=O)(=O)c1ccc2c(c1)CCN2C(C)=O | 1 | 7 | 0% | -9% | -1% | 8% | -19% | i | 9%
Cc1ccc(S(=O)(=O)c2cc3c(=O)n4ccccc4nc3n(C)c2=N)cc1C | 11 | 2 | 10% | 5% | 2% | 8% | 6% | i | 8%
Cc1oc(-c2ccccc2F)nc1CSCC(=O)NCc1ccc2c(c1)OCO2 | 19 | 7 | 4% | 0% | 8% | 14% | -14% | -25% | 0%
Cc1cc(C)c(NC(=O)c2ccc(CN3CCc4ccccc4C3)cc2)c(C)c1 | -53* | -11 | -12% | ? | 9% | -27% | 8% | -21%[57.5 µM] | ?
COc1ccc(CCN(C)C(=O)c2cncc(Br)c2)cc1OC | 0 | -5 | 8% | 19% | 2% | -31%[inhibitor] | -10% | i | -1%
O=C(O)COc1ccccc1C=NNC(=O)c1ccccc1NS(=O)(=O)c1cccs1 | -13 | -7 | 0% | -14% | -4% | -17% | -4% | -6% | 27%
CCC(C)(C)NC(=O)CC(c1ccc(OC)cc1)n1cccc1 (stereo not given) | 7 | -6 | 0% | -27% | 1% | 11% | 1% | -4%[57.5 µM] | -22%
O=C(NC1CCCC1)C1CC(=O)N(c2ccccc2)C1 (stereo not given) | 3 | -3 | 2% | 5% | 4% | 2% | -12% | i | 28%
COc1cccc(C(=O)Nc2c3c(nn2-c2cccc(C)c2C)CS(=O)C3)c1OC (stereo not given) | 11 | 2 | 7% | 37%[activator] | 1% | -19% | -20% | -3% | -9%
Cc1cccc(C(=O)NNC(=O)c2ccc(S(=O)(=O)N3CCOCC3)cc2)c1 | 10 | 3 | 1% | 10% | -1% | -7% | 8% | -40% | -8%
COC(/C=C/Nc1ccc(OC)cc1)=C(C#N)C#N | 15 | 2 | -2% | 0% | -4% | -7% | 6% | -20%[57.5 µM] | -1%
CCOC(=O)Nc1ccccc1C(=O)Nc1cc(C)cc(C)c1 | -13 | -17 | 7% | ? | 1% | -2%[9.22 µM] | -3% | 1% | -25%
Cc1cc(C)cc(N(CC(=O)NC2CCCCC2)C(=O)CCCC(=O)Nc2ccccn2)c1 | -18 | 0 | 9% | -8% | -3% | 0% | -8% | -41% | 0%
O=C1CCc2cc(S(=O)(=O)NC(Cc3ccccc3)C(=O)NCCC3=CCCCC3)ccc2N1 (stereo not given) | 6 | 5 | 5% | -10% | 1% | ? | 0% | -30% | ?
CCCOC(c1ccccc1)(c1ccc(C(F)(F)F)cc1)C(Oc1nc(C)cc(C)n1)C(=O)O (stereo not given) | 10 | 13 | -3% | ? | -8% | 9% | -19% | -9% | -15%
Cc1ccc(NC(=O)Cn2c(=O)n(CCCCC(=O)NCc3ccccc3Cl)c(=O)c3ccccc32)cc1 | / | 4 | 1% | 1% | / | 25% | -2% | -25% | -2%
O=C(CN1C2CCCC1CC(NC(=O)c1ccccc1)C2)Nc1nccs1 (stereo not given) | -28 | -6 | 1% | 7% | 0% | 8% | 3% | -6%[57.5 µM] | 2.3µM*
C=CCN1C(=O)C(CC(=O)O)S/C1=N/N=C/c1ccc(N(CC)CC)cc1 (stereo not given) | -20 | -2 | -8% | 5% | 19% | -7% | 5% | i | -27%
Cc1cccc(-c2oc3ccccc3c2C#CCCCCO)c1 | 48 | -10 | 27% | ? | 3% | ? | 12% | -16% | 13%
NC(=O)c1oc2ccccc2c1NC(=O)c1ccco1 | 1 | 4 | 3% | -4% | -19% | 0% | -8% | i | -7%
NC(=S)n1[nH]c(-c2ccc([N+](=O)[O-])cc2)c(N=Nc2ccccc2[N+](=O)[O-])c1=O | -27 | 1 | -6% | 13% | -5% | -8% | 4% | -15% | 4%
O=C(NC1CCN(Cc2ccccc2)CC1)c1ccccc1 | -81* | -19 | -1% | 13% | -9% | 0% | 1% | i | 27%
CCN(CC)S(=O)(=O)c1cccc(NC(=O)CN2C(=O)NC3(CCOc4ccccc43)C2=O)c1 (stereo not given) | 10 | -1 | -6% | ? | 0% | -24% | 5% | i | 5%
O=C(O)c1ccc(S(=O)(=O)NC2CC2)cc1 | -27 | -1 | -3% | 10% | -10% | -2% | 0% | 3% | 0%
Cc1nc(Sc2ccccc2)c(C#N)cc1-c1ccccc1 | -3 | 1 | 7% | 0% | -9% | 1% | 8% | -3%[57.5 µM] | 5%
CCOC(=O)c1ccc(NC(=S)N2CCCC2)cc1 | 8 | 7 | 5% | 16% | 0% | 30% | 3% | ? | 13%
Cc1ccc(-c2cc(-c3ccco3)c(C#N)c(=O)[nH]2)cc1 | 7 | 14 | 0% | 34%[activator] | -2% | -13% | 4% | i | 12%
Cn1c(C(=O)OCC(=O)NCC2CCCO2)cc2sccc21 (stereo not given) | 10 | 3 | 6% | 1% | 0% | 13% | -5% | -1%[57.5 µM] | -2%
COc1cc(NC(=O)c2ccccc2)c(OC)cc1NC(=O)Cc1ccc(Br)cc1 | 47 | 19 | 1% | -22% | -6% | / | -5% | i | -14%
Cc1cccc(CCN(Cc2cc3cccc(C)c3[nH]c2=O)C(=O)N2CCOCC2)c1 | 12 | -1 | 9% | 0% | 10% | 8% | -11% | i | -15%
Cc1cc(NC(=O)CSc2nnnn2-c2ccccc2)no1 | 0 | -1 | 3% | -7%[7.66 µM] | 4% | 15%[9.22 µM] | 3%[7.66 µM] | i | 2%
CC(=O)c1cccc(N(CC(=O)NC2CCCCC2)C(=O)CNC(=O)c2cccs2)c1 | -2 | 6 | 9% | 32%[activator] | 0% | 17% | -4% | i | 3%
C=CCn1c(CNC(=O)c2ccco2)nnc1SCC(=O)N1c2ccccc2Sc2ccccc21 | -25 | -18 | 13% | -3% | 0% | -14% | -5% | i | -7%
CN(c1ccccc1)S(=O)(=O)c1ccc(Cl)c(C(=O)OCC(=O)c2c(N)n(C)c(=O)n(C)c2=O)c1 | 3 | -4 | -6% | ? | -1% | -10% | 19% | -2% | ?
Cc1ccc2nc(NC(=O)CCCc3nc4ccccc4s3)sc2c1 | 20 | -10 | -1% | ? | 19% | 7% | -6% | -50%[inhibitor][57.5 µM] | -6%
COc1cc(C(=O)OCc2cc(=O)n3ccsc3n2)ccc1OC(C)C | 13 | 5 | -1% | 31%[activator] | 0% | ? | -3% | -54%[inhibitor] | ?
CCCOc1ccccc1/C=C(\C#N)C(=O)Nc1cccnc1 | 5 | 1 | 0% | 0% | -4% | ? | 2% | -36%[inhibitor] | 0%
CCN(CC)CCNC(=O)c1ccccc1C(=O)c1ncc[nH]1 | -12 | 8 | -2% | 5% | 0% | 20% | -2% | -18% | 1%
O=C(CN1CCCCC1)n1c2ccccc2c2ccccc21 | -15 | -6 | 10% | ? | -3% | -9% | -25% | i | -4%
COC(=O)CSc1nnc(CNC(=O)c2cc(OC)cc(OC)c2)n1-c1ccc(F)cc1 | 0 | -1 | 7% | 36%[activator] | -1% | -13% | 18% | i | 8%
Cc1c(C(=O)NNC(=O)c2ccccc2O)oc2ccc(Br)cc12 | 14 | 0 | -26% | -26% | -6% | -2% | 14% | -19% | -22%
CN(C)c1nc(/C=C(\C#N)C(N)=O)c(Cl)n1-c1ccc(F)cc1 | 6 | 2 | -3% | ? | 6% | -5% | -16% | i | -26%
CCc1ccc(NC(=O)c2cc3c(=O)n(Cc4cccs4)ccc3nc2C)cc1 | / | -17 | / | ? | / | -4% | -12% | -71%[inhibitor] | 6%
O=C(Cc1ccccc1)NN1CCCCC1 | 2 | 2 | 6% | 1% | -8% | 5% | 0% | i | -3%
COc1cccc(OCC(O)CN2CCC(Cc3ccccc3)CC2)c1 (stereo not given) | -13 | -9 | -5% | ? | -8% | -3% | -29% | -32%[inhibitor][57.5 µM] | -4%
O=C(c1cnccn1)N(c1ccccc1)C1(C(=O)NC2CCCCC2)CCCCC1 | -12 | 0 | 1% | -23% | -1% | 1% | -10% | -1% | ?
CCCc1ccc(OC(=O)CSc2nnc(-c3cccs3)o2)cc1 | / | 9 | / | 0% | / | 13% | 7% | -30%[inhibitor] | 21%
